Screening data: PubChem BioAssay, several laboratories
KOR beta-arrestin-1 – kappa opioid receptor blockers – cell-based, luminescence, uHTS (AID 1778); KOR beta-arrestin recruitment, luminescence, antagonist mode; higher % means a stronger effect; inhibition, % at 10 µM, or IC50 in µM where a hit was titrated; actives 0.091% (n = 290,000); also: strong numbers were not always called active
GPR55 antagonists – inhibition of LPI-stimulated GPR55 beta-arrestin translocation – imaging, U2OS, beta-arrestin-GFP, LPI agonist, primary screen (AID 2013). U2OS GPR55 beta-arrestin-GFP translocation imaging, LPI antagonism; higher % means a stronger effect. inhibition, % at 10 µM, or IC50 in µM where a hit was titrated. actives 0.13% (n = 290,000);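 active = spots per cell inhibited over 60%, with over 100 cells counted and total cytoplasm intensity under 500,000; inconclusive = wells with under 100 cells, flagged as likely toxic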;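 also: U2OS cells stably carrying GPR55 and arrestin-GFP stimulated by 5 µM LPI near EC80; imaged beta-arrestin-GFP aggregate spots per cell after agonist stimulation; plate controls were LPI-stimulated DMSO wells for no effect and DMSO wells without LPI for full effect; some results filed as inactive read as strong as hits; confirmed hits need IC50 under 10 µM and bright autofluorescent wells are also inconclusive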
KOR beta-arrestin-2 – kappa opioid receptor activators – cell-based, luminescence, uHTS, primary screen (AID 1777). activation, % at 10 µM; hits with a dose series show EC50 in µM. KOR beta-arrestin recruitment, luminescence; higher % means a stronger effect. actives 0.02% (n = 280,000); in the data active = activation above about 50%, passing the limit was not always enough; also: a part of the inactive calls stands beside numbers as strong as those of hits
HEK293 NOD2/NF-kB – inhibition of NOD2-driven NF-kB reporter – cell-based, luminescence, uHTS, HEK293 (AID 1566). HEK293 NOD2/NF-kB luciferase reporter, luminescence; higher % means a stronger effect. inhibition, % at 4 µM; hits with a dose series show EC50 in µM. actives 0.63% (n = 290,000); also: many of its hits are not listed in these tables
Myeloid diff MLP – promotes myeloid progenitor differentiation. ER-HoxA9 myeloid progenitors, lysozyme-GFP differentiation, flow cytometry. calls only at 10 µM. actives 1% (n = 360,000);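 active = normalized GFP-positive differentiation at or above the plate's own cutoff, the solvent-only control mean plus 3 SD; inconclusive = no clear call, values can overlap the other calls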;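 also: cells exposed to compound for four days before flow analysis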
GPR55 beta-arrestin – GPR55 agonists via beta-arrestin recruitment, primary screen, imaging, U2OS cells, beta-arrestin-GFP redistribution (AID 1961); U2OS GPR55 beta-arrestin-GFP redistribution imaging; higher % means a stronger effect; activation, % at 10 µM; hits with a dose series show EC50 in µM; actives 0.048% (n = 290,000);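 active = activation above 40% with more than 50 cells counted in the well; inconclusive = wells holding fewer than 50 cells, flagged as toxic or sparse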;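 also: U2OS osteosarcoma cells stably expressing GPR55 and beta-arrestin-GFP; plate controls were DMSO negative control for no effect and LPI positive control for full effect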
NOD1 inhibition – inhibition of NOD1-driven NF-kB reporter – cell-based, luminescence, uHTS, primary screen (AID 1578); NOD1-driven NF-kB luciferase reporter cells, luminescence; higher % means a stronger effect; one-dose inhibition, % at 4 µM; EC50 in µM for titrated hits; actives 1% (n = 290,000); in the data active = inhibition mostly above about 36%, no sharp cut-off; inactive = mostly below about 34%;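 also: HEK-293T reporter cells stimulated with the NOD1 agonist gamma-tri-DAP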
HIV fusion peptide – cell-free HIV fusion peptide-binding blockers – biochemical, uHTS, fluorescence dequenching, primary screen (AID 1986) | actives 0.3% (n = 290,000) | one-dose inhibition, % at 20 µM; IC50 in µM for titrated hits | cell-free peptide binding, fluorescence dequenching, 30 min; higher % means a stronger effect; in the data active = inhibition mostly above about 52%, no sharp cut-off; inactive = mostly below about 76%; also: some results filed as inactive read as strong as hits
GPR35 arrestin U2OS – inhibition of zaprinast-stimulated GPR35 beta-arrestin translocation – imaging, U2OS, beta-arrestin-GFP, zaprinast agonist, primary screen (AID 2058). inhibition, % at 10 µM, or IC50 in µM where a hit was titrated. U2OS GPR35 beta-arrestin-GFP translocation imaging, zaprinast antagonism; higher % means a stronger effect. actives 0.052% (n = 290,000);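 active = inhibition of at least 50% with at least 30 cells and total cytoplasm GFP at most 10,000,000; inconclusive = under 30 cells or total GFP of 10,000,000 plus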
Myeloid diff MLP GFP+ MAC1+ % – second read-out of Myeloid diff MLP, no call of its own (marks repeat the call); GFP+ MAC1+ double positive, %; measured here: differentiation confirmed by MAC1 staining
An asterisk follows results filed as active; i = inactive; ? = inconclusive; . = no result given; + = active, no number; [ ] = remark or other dose. Rule as the data show it, unless noted: active = inhibition above about 50%; inactive = the rest. Some of the compounds tested (hit frequency here may not be typical).

SMILES	NOD1 inhibition	HIV fusion peptide	GPR55 antagonists	KOR beta-arrestin-1	Myeloid diff MLP	HEK293 NOD2/NF-kB	GPR55 beta-arrestin	Myeloid diff MLP GFP+ MAC1+ %	GPR35 arrestin U2OS	KOR beta-arrestin-2
CCOC(=O)c1c(C)[nH]c(C)c1S(=O)(=O)NCCc1ccco1	-11%	1.4%	8%	-57%	i	27%	-0.2%	4.5	-3%	-0.4%
Cc1cc(C)cc(OCC(=O)OCC(=O)c2c(N)n(C)c(=O)n(C)c2=O)c1	-10%	0.4%	12%	0%	i	7%	0.0%	1.1	-7%	-0.5%
COc1ccc(-c2nn(-c3ccccc3)cc2C(=O)Nc2cccc(C(=O)O)c2)cc1[N+](=O)[O-]	6%	55%	-2%	-40%	i	6%	-0.3%	0.6	13%	5.3%
COc1ccc(CNC(=O)c2cc(SC)ccc2Cl)cc1OC	-11%	-1.5%	-1%	-1%	i	11%	-0.1%	0.7	-14%	-1.1%
CCc1ccccc1N1CN(Cc2ccco2)CNC1=S	-6%	-1.3%	2%	8%	i	17%	0.9%	0.5	8%	1.5%
Cc1ccc(N2C(=O)CN=C2Nc2nc(C)cc(C)n2)cc1	1%	0.3%	-4%	0%	i	26%	1.4%	0.8	2%	1.6%
CC(C)c1nc(SCC(=O)Nc2ccc3c(c2)OCCO3)c2c(=O)n(C)c(=O)n(C)c2n1	17%	-1.6%	18%	-19%	i	15%	0.2%	3.3	-8%	-3.3%
COc1ccc2c(c1)C=C(CN1CCN(C(C)C)C(CCO)C1)CO2 (stereo unspecified)	-23%	1.4%	14%	-32%	i	-1%	0.1%	0.8	-14%	-2.3%
O=C(O)CSc1nnc(NC(=O)CN2CCOCC2)s1	-7%	0.9%	3%	19%	i	9%	0.3%	0.2	-6%	24%
O=C(CCNS(=O)(=O)c1cccc2nsnc12)NCc1cccs1	12%	3.7%	-4%	8%	i	9%	-0.1%	0.8	-14%	1.5%
CN(C)C(=O)CN(c1ccc2c(c1)OCO2)S(C)(=O)=O	.	-4.7%	-22%	-21%	i	6%	0.3%	2.0	15%	0.2%
COc1ccc(NC(=O)Cc2c(C)n(C(=O)c3ccc(Cl)cc3)c3ccc(OC)cc23)cc1	-13%	-1.2%	-2%	-14%	i	12%	0.5%	0.2	-7%	-0.9%
CCOCCNC(=O)c1ccccc1C(=O)NCCOCC	-18%	1.9%	2%	-11%	i	2%	0.7%	1.8	-21%	-0.3%
COCc1[nH]nc2c1C1(CCSCC1)C(C#N)=C(N)O2	-12%	1.2%	14%	19%	i	-6%	-0.1%	1.7	-6%	-5.9%
CCOC(=O)Cc1cc(=O)n2[nH]c(C)c(-c3ccccc3)c2n1	14%	37%	22%	-25%	i	26%	-0.2%	1.8	4%	-0.2%
COc1ccc(C(=O)Nc2ccc3c(c2)OCCO3)cc1Br	-50%	1.3%	6%	-64%[20 µM]	i	-76%	-0.1%	0.0	1%	-2.9%
Cc1cc(NC(=O)c2ccc3c(c2)OCCO3)ccc1NC(=O)c1ccco1	-44%	-0.5%	3%	-24%[20 µM]	i	-75%	-0.1%	0.3	-18%	-1.9%
O=[N+]([O-])c1ccc(CN2CCOCCOCCOCC2)cc1	13%	-3.6%	-2%	-4%	i	10%	-0.2%	0.5	-8%	14%
C=CCn1c(C(CCCC)CC(O)COCCC)n[nH]c1=S (stereo unspecified)	-10%	-0.7%	1%	-18%[20 µM]	i	20%	-0.1%	0.1	17%	.
CCOc1ccc2oc(=O)cc(CN3CCN(C(=O)c4ccco4)CC3)c2c1	-8%	-2.1%	-6%	-6%	?	4%	0.9%	.	11%	13%
COCCN(C(=O)c1ccco1)C(C(=O)NC1CCCC1)c1cccs1 (stereo unspecified)	-15%	9.1%	3%	13%	i	-18%	0.1%	0.7	3%	-5.9%
Cn1ncc(Br)c1NC(=O)CSc1ccc(Cl)cc1	-5%	-0.3%	0%	-31%	i	-3%	-0.2%	0.4	-1%	2.0%
N/C(=N\OC(=O)c1ccccc1Br)c1cccc([N+](=O)[O-])c1	2%	-0.5%	8%	12%	i	-155%	0.3%	0.5	1%	0.3%
COc1ccc(C2C=C(c3ccc(C)c(C)c3)Nc3ncnn32)c(OC)c1OC (stereo unspecified)	10%	0.6%	4%	2%	i	-13%	0.4%	2.3	-6%	-2.0%
Cc1cccc(C)c1OC(=O)C(c1ccccc1)c1ccccc1	-29%	1.2%	-1%	-17%	i	0%	-0.3%	0.3	3%	13%
COc1ccc(C(C#N)N2N=C(C)CC2(C)C)cc1OC (stereo unspecified)	-30%	-0.6%	0%	-18%	i	6%	0.0%	0.9	14%	0.2%
COc1ccc(-n2nc(C(=O)NCc3ccco3)c3ccccc3c2=O)cc1	1%	-0.4%	6%	-3%	i	7%	0.0%	0.6	5%	-10%
COc1cc(/C=C/C(=O)OCC(=O)NC(=O)NC(C)C)ccc1O	-1%	-1.8%	1%	16%	i	16%	-0.1%	0.4	2%	3.7%
Cn1c(N)c(S(=O)(=O)NCc2ccc(F)cc2)c(=O)n(C)c1=O	-14%	1.7%	13%	-6%	i	-2%	-0.1%	0.4	11%	-4.9%
O=C(NCCN1CCC(Cc2ccccc2)CC1)C1CCCN(S(=O)(=O)c2cnc[nH]2)C1 (stereo unspecified)	10%	-2.0%	8%	21%	i	5%	-0.1%	1.3	14%	-0.7%
COC(=O)C1=C(C)N(C)C(=O)NC1c1ccc([N+](=O)[O-])o1 (stereo unspecified)	-35%	1.6%	13%	4%	i	10%	0.3%	0.6	-2%	-3.7%
Cc1cc(=O)oc2cc(OC(=O)CCCCCN3C(=O)c4ccccc4C3=O)ccc12	2%	-0.9%	-1%	2%	i	17%	-0.2%	0.2	-10%	2.1%
CCOCCCN(C)C1CCN(S(=O)(=O)c2csc(C(N)=O)c2)CC1	-74%	0.1%	0%	-52%	i	-3%	0.2%	0.7	-8%	0.9%
O=C(NCc1ccco1)c1ccc2c(=O)n(-c3ccccc3)c(=O)n(Cc3cccc(F)c3)c2c1	11%	1.0%	1%	56%	+	19%	0.3%	12*	3%	-6.5%
CC(C)CC(=O)NC(=S)NNC(=O)c1ccc(NC(=O)C2CCCCC2)cc1	-16%	-1.8%	7%	4%	i	20%	0.0%	1.7	-4%	6.5%
COCCNC(=S)NNC(=O)c1ccc(-n2cnnn2)cc1	-37%	0.5%	9%	-7%	i	-14%	0.2%	0.3	8%	0.7%
CCC(C)(C)NC(=O)C(c1sccc1C)N(Cc1ccco1)C(=O)c1csnn1 (stereo unspecified)	30%	0.6%	6%	33%	?	1%	-0.2%	.	-9%	-1.1%
O=C(Nc1ccc(C(=O)O)cc1)/C(=C\C=C\c1ccccc1)NC(=O)c1ccccc1Cl	-30%	43%	-4%	7%	i	-38%	-0.2%	1.0	1%	-1.6%
c1ccc(CCNc2nc(-c3cccnc3)cs2)cc1	-28%	-0.2%	-9%	-20%	i	-32%	-0.3%	1.1	-9%	1.0%
Brc1ccc(-c2cn3cccnc3n2)cc1	-8%	-1.3%	12%	-18%	i	-50%	-0.2%	0.3	8%	-3.6%
O=C(CNC(=O)c1ccc(S(=O)(=O)N2CCCC2)cc1)N/N=C/c1ccc(Cl)cc1	-3%	-0.7%	4%	26%	i	3%	0.5%	1.2	-8%	1.6%
COc1ccc(CNC(=O)c2cnc3n(c2=O)CCS3)cc1	-2%	2.4%	12%	29%	i	16%	-0.1%	2.2	5%	-2.1%
O=C(Cn1c2ccc(F)cc2c2nc3n(c(=O)c21)CCS3)Nc1ccccc1F	-26%	1.7%	-5%	-9%	.	24%	0.0%	.	-11%	-2.6%
CCOC(=O)/C(=N/Nc1ccccc1)Sc1nnc(CCc2ccccc2)n1-c1ccccc1	26%	-3.6%	6%	-22%	i	-9%	-0.2%	0.7	-19%	0.7%
COc1ccc(CNC(=O)C2CCCN2C(=O)NCc2ccccc2)cc1 (stereo unspecified)	-10%	-0.1%	12%	-45%[20 µM]	i	6%	0.6%	0.7	1%	-1.0%
Cc1ccc(NC(=O)CCCNC(=O)c2ccc(Cl)cc2)c(Br)c1	-12%	-1.8%	2%	3%	i	5%	0.0%	0.3	21%	8.7%
CCOC(=O)c1cc(-c2ccccc2)sc1NC(=O)C(C)Sc1nnc(C)s1 (stereo unspecified)	-29%	2.4%	3%	-12%	i	-7%	-0.2%	0.1	2%	-1.5%
CCc1ccc(CNC(=O)c2ccc(OC3CCN(C(C)=O)CC3)c(OC)c2)nc1	-26%	1.3%	-6%	-12%	i	-1%	0.0%	9.0	-8%	3.7%
O=C(O)c1cc(-c2ccc(Cl)s2)nc2ccccc12	-40%	12%	8%	-59%	i	-10%	-0.2%	0.1	11%	2.8%
COc1ccc(/C=N/N2CCN(Cc3ccc(C)cc3)CC2)cc1Br	-16%	2.1%	-10%	-8%[20 µM]	i	8%	-0.2%	0.6	11%	-5.2%
CCOc1ccccc1NC(=S)NC(=O)CCCOc1ccc(Cl)cc1Cl	2%	6.1%	5%	-11%	i	15%	0.1%	11	-4%	1.9%
CCOC(=O)C(C)n1nc(/C=C/c2ccccc2)ccc1=O (stereo unspecified)	-9%	0.4%	1%	-18%	i	-12%	-0.1%	0.5	-2%	3.6%
CN1CCN(CCCNC(=O)Cn2nc(-c3ccccc3)ccc2=O)CC1	-20%	1.0%	2%	14%	i	1%	-0.4%	2.0	-6%	2.5%
CCOC(=O)C(C)Sc1ccc2nnc(CCNS(=O)(=O)c3ccccc3)n2n1 (stereo unspecified)	-25%	-1.3%	10%	28%	i	11%	0.1%	0.0	-8%	1.9%
CN1CCN(C(c2cccc(C(F)(F)F)c2)c2nnnn2Cc2ccccc2)CC1 (stereo unspecified)	-17%	3.5%	13%	-18%	i	13%	-0.2%	2.7	9%	5.9%
CN1CCN(S(=O)(=O)c2ccc(NC(=O)c3ccc(Br)o3)cc2)CC1	-10%	6.5%	-3%	12%	i	-1%	0.0%	2.0	5%	-1.5%
